# Assay outcomes (PubChem)
# ERK EGF block = EGF-driven ERK pathway inhibition. HEK293-V1b, EGF-stimulated phospho-ERK AlphaScreen. 130,000 tested, 0.41% active. Potency, µM (doses to about 11.5 µM), inactives show at the top dose activity change, negative = inhibition, usual class: inhibitors; active means well fitted inhibition curve with a large enough effect; inconclusive means small, poorly fitted or top-dose-only effect, or effect the other way;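 further: plate controls were stimulated vehicle wells for no effect and unstimulated vehicle basal for full effect; nearly all actives have a fitted effect of over 55% in size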
#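 Readout: AlphaScreen signal for phosphorylated ERK in lysed HEK293 cells stably expressing V1b. Stimulus 25 nM EGF, 5 min, following 30 min compound exposure. Data scaled to DMSO basal and full EGF activation.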
# * marks the source's active call; other numbers are inactive results; ? = inconclusive; & = joins results of further samples; [ ] = dose if it differs, or a comment. Potency means the concentration at half of the fitted maximal effect. This is a subset. The share of hits here may be higher or lower than overall.
SMILES,ERK EGF block
CCCS(=O)(=O)N1CCN(Cc2ccc([N+](=O)[O-])cc2)CC1,-11%
CC(C)c1nc2sc3c(SCC(N)=O)ncnc3c2c2c1CCC2,-21%[57.5 µM]
O=C(Nc1ccc(N2CCOCC2)cc1)C1CCN(S(=O)(=O)c2ccccc2F)CC1,-5%[57.5 µM]
O=C(c1ccc([N+](=O)[O-])o1)N1CCOCC1,-7%
CC1CCC(C(C)C)C(OC(=O)C[n+]2cc(-c3ccc(Cl)cc3)n3c2CCC3)C1 (centres undefined),?
CN(C)C(=O)c1cc2cc(Br)ccc2s1,-6%
O=C(O)c1ccn2c(C(=O)c3ccccc3)c(-c3ccccc3)cc2c1,-1%[57.5 µM]
CCCCOP(=O)(c1ccc(N(C)C)cc1)C(O)c1cc(OC)c(OC)c(OC)c1 (centres undefined),12%[57.5 µM]
Cc1ccccc1C1c2[nH]c3ccccc3c2CCN1C(=O)c1ccc(=O)n(C)n1 (centres undefined),10%
CCOC(=O)C1CSC2(CCC(c3ccccc3)CC2)N1 (centres undefined),-2%
Fc1ccccc1N=C1NN=C(c2ccccc2)CS1,-3%
COc1ccc(CN(CCC(c2ccccc2)C2CCOC(C)(C)C2)C(C)=O)cc1 (centres undefined),5%
Cc1cc(C)nc(NS(=O)(=O)c2ccc(N/C=C/C(=O)c3ccc(Cl)c(Cl)c3)cc2)n1,-10%
CC1C(=O)N(C)C(=O)c2nc[nH]c21 (centres undefined),8%
Cc1nn(-c2ccc([N+](=O)[O-])cc2)c2c1C(c1cccc(Br)c1)N1C(=N2)C(=O)Nc2ccccc21 (centres undefined),6%

# Of the compounds above, these have a thiophene ring, fused or not:
SMILES,ERK EGF block
CC(C)c1nc2sc3c(SCC(N)=O)ncnc3c2c2c1CCC2,-21%[57.5 µM]
CN(C)C(=O)c1cc2cc(Br)ccc2s1,-6%

# Continued.
SMILES,ERK EGF block
O=C(NCCCn1cccn1)c1cc(COc2ccc(F)cc2Cl)on1,0%[57.5 µM]
O=c1c(-c2ccccc2)cnc2n1CCS2,0%
C=CCN1C(c2ccc(Br)cc2)=CS/C1=C(/C#N)c1nnc(N2CCOCC2)n1-c1ccccc1,?
O=C(NCc1cccs1)C1CCCN1C(=O)Nc1ccc(F)cc1 (centres undefined),-5%[57.5 µM]
Cc1[nH]n2cnnc2c(=O)c1Br,-12%[57.5 µM]
NS(=O)(=O)c1ccc(NC(=S)N2CCC(O)CC2)cc1,-4%
Cc1ccc(Nc2ccc(C(=O)NC3CCCCC3)cn2)cc1,0%[57.5 µM]
O=C(NCc1ccccc1)c1ccc(Br)cc1,0%
CC1(C)C2CCC1(C)C(OC(=O)CNc1ccccc1)C2 (centres undefined),1%[57.5 µM]
O=C(O)CCCC(=O)Nc1ccc(Oc2ncnc3cc(Cl)ccc23)nc1,10%[57.5 µM]
Cc1ccc(CN2CCN(Cc3cccn3-c3nccs3)CC2CCO)cc1 (centres undefined),-9%
CCNC(=S)NNc1ccccc1,-1%[57.5 µM]
CC(C(=O)Nc1cc([N+](=O)[O-])ccc1Cl)N1CCN(c2ccccc2)CC1 (centres undefined),3%
OC1c2ccccc2-c2nc3ccccc3cc21 (centres undefined),-7%
COC(=O)[C@@]1(Cc2ccc(F)cc2)[C@H]2c3cc(C(=O)N(C)C)n(Cc4ccccc4)c3C[C@H]2CN1C(=O)c1ccccc1,-1%&2%

# Part of the list above in a different format.
structure	ERK EGF block
OC1c2ccccc2-c2nc3ccccc3cc21 (centres undefined)	-7%
COC(=O)[C@@]1(Cc2ccc(F)cc2)[C@H]2c3cc(C(=O)N(C)C)n(Cc4ccccc4)c3C[C@H]2CN1C(=O)c1ccccc1	-1%&2%

# Next records
SMILES,ERK EGF block
Cc1noc(C)c1CCC(=O)N1CCCC(CCC(=O)NCc2ccccc2F)C1 (centres undefined),-8%
CN(C(=O)CSC1=NC2C(N=N1)c1cc(Br)ccc1N2C)C1CCCCC1 (centres undefined),-6%
CC(C)CC(=O)Nc1ccc2oc(-c3ccncc3)nc2c1,3%[57.5 µM]
Fc1ccccc1Sc1ccccc1CNC1=NCCN1,11%
CC(C)(C)c1ccc(NC(=O)N2CCCN(c3c(Cl)cncc3Cl)CC2)cc1,-9%[57.5 µM]
C#CCNC(=O)c1ccc(OCc2ccccc2)cc1Cl,8%
NS(=O)(=O)c1ccc(Nc2ccccc2)c([N+](=O)[O-])c1,7%[57.5 µM]
COc1cc(Cl)cc(C=O)c1OCC(=O)O,-1%
CN(C)CCCN(C(=O)c1cc2ccccc2oc1=O)c1nc2c(F)cccc2s1,?
O=C(COC(=O)c1ccc2ncsc2c1)NC(=O)NCc1ccccc1,28%
CCCCCCCCC(=O)NCc1cc(OC)c(O)cc1I,-17%
CSc1cccc(NC(C)=O)c1,7%
Cc1nn(C)c(C)c1CNC(=O)/C=C/c1ccccc1F,0%
COc1ccc(OC)c(NC(=O)c2cnc(Nc3ccccc3OC)c3ccccc23)c1,?
Cc1[nH]n(-c2ccccc2)c(=O)c1/C=N/NC(=O)C(C)C,25%
C=CCC1(C#N)C(=S)NC2=C(C(=O)CC(C)(C)C2)C1c1ccc(Br)cc1 (centres undefined),-7%
N#CCCn1cc(C(CC(=O)c2ccccc2)C(=O)O)c2ccccc21 (centres undefined),17%
CCOc1ccc(NC(=O)Cn2sc3nc(C)cc(C)c3c2=O)cc1,10%[57.5 µM]
Cc1ncc([N+](=O)[O-])n1CC(=O)NCCc1ccccc1,1%
O=S(=O)(c1ccc(NC(=S)N/N=C/c2ccc(N3CCOCC3)cc2)cc1)N1CCOCC1,5%
COC(=O)CC1NCCc2cc(OC)c(OC)cc21 (centres undefined),-2%
CO/N=C\c1cc(C(=O)c2ccc(Cl)cc2Cl)cn1C,0%
Cc1ccc(CNC(=O)C2(CC(C)C)C=CCN2C(=O)c2ccccc2)o1 (centres undefined),1%
Cc1ccc(Cl)cc1NC(=O)c1ccc(Cn2cc(Cl)cn2)cc1,-4%
O=C(Nc1nnc(SCc2c(Cl)cccc2Cl)s1)c1ccc2ncsc2c1,-4%
N/C(=N\OC(=O)c1ccccc1)c1ccncc1,5%
NC(=S)N/N=C/c1coc2cc(Cl)ccc2c1=O,5%
COc1ccc(CC(=O)NCc2nnc(SCC(=O)Nc3ncc(C)s3)n2C)cc1,-3%
COC(=O)CSc1[nH]c2ccccc2c1[N+](=O)[O-],-1%[57.5 µM]
Cc1nc(NCc2ccccn2)c2c3c(sc2n1)CCCC3,-6%
Cn1c2ccccc2c2n[nH]c(=O)nc21,-1%
O=C(Nc1ccc(F)cc1)c1cc2c(s1)CCCC2,-9%[57.5 µM]
Cc1ccc(NC(=O)c2cc3ccccc3oc2=O)cc1S(=O)(=O)N(C)C,1%[57.5 µM]
CCS(=O)(=O)c1ccc(C(=O)NC)c(Cl)c1Cl,-7%
Cc1ccc(S(=O)(=O)N2CCCN(C(=O)OC(C)(C)C)CC2)cc1,4%[57.5 µM]
COc1cc(CNCCO)cc(Cl)c1OCc1ccccc1Cl,-1%
COc1ccc(CCn2c(-c3ccc(OC)cc3)nc3c(c(=O)c4ccccc4n3C)c2=O)cc1,0%[57.5 µM]
CC(=O)Nc1ccc(NC(=O)COC(=O)C2(c3ccc(Cl)cc3)CCCC2)cc1,?
CC(=O)N(CC(O)CN(C(C)=O)c1c(I)c(C(=O)NC[C@@H](O)CO)c(I)c(C(=O)NC[C@@H](O)CO)c1I)c1c(I)c(C(=O)NC[C@@H](O)CO)c(I)c(C(=O)NC[C@@H](O)CO)c1I,12%[25.7 µM]
CN1CCC(=NNc2ncnc3sc4c(c23)CCCC4)CC1,3%
Cc1nc(SCC(=O)NC(=O)NC(C)C)nc(C)c1C,-10%
Cc1ccc(N2CCN(/N=C/c3ccccc3[N+](=O)[O-])CC2)cc1,-4%
c1ccc2c(c1)Nc1ccncc1S2,-4%[57.5 µM]
CC(Nc1n[nH]c(=O)[nH]c1=O)C(=O)N/N=C/c1cccs1 (centres undefined),-1%
CN(C)/C=C(\C#N)S(=O)(=O)C(C)(C)C,2%

# Ordered by formula weight (falling): 5 of the compounds above
SMILES,ERK EGF block
CC(=O)N(CC(O)CN(C(C)=O)c1c(I)c(C(=O)NC[C@@H](O)CO)c(I)c(C(=O)NC[C@@H](O)CO)c1I)c1c(I)c(C(=O)NC[C@@H](O)CO)c(I)c(C(=O)NC[C@@H](O)CO)c1I,12%[25.7 µM]
COc1cc(CNCCO)cc(Cl)c1OCc1ccccc1Cl,-1%
CN1CCC(=NNc2ncnc3sc4c(c23)CCCC4)CC1,3%
CC(Nc1n[nH]c(=O)[nH]c1=O)C(=O)N/N=C/c1cccs1 (centres undefined),-1%
Cn1c2ccccc2c2n[nH]c(=O)nc21,-1%

# (continued)
SMILES,ERK EGF block
CC(=O)NCc1ccc(S(=O)(=O)NC(C(=O)O)C(C)C)cc1 (centres undefined),2%
O=C(O)c1cccc2c(-c3ccccc3)c(-c3ccccc3)[nH]c12,8%[57.5 µM]
CC(C)(C)C(=O)n1nc(-c2ccccc2)oc1=O,6%
NC(=O)[C@@H]1CCCCNc2c(F)cc([N+](=O)[O-])cc2C(=O)N[C@@H](CCCN=C(N)N)C(=O)NCC(=O)N1,5%
CCN(CC)S(=O)(=O)c1ccc(N2CCOCC2)c(NC(=O)C23CC4CC(CC(Cl)(C4)C2)C3)c1,-6%
O=C(Oc1c(-c2ccccc2)c(=O)n2c3c(cccc13)CC2)c1ccc(F)cc1,2%[57.5 µM]
COCCNC(=O)c1cnn2c1NC(c1ccco1)CC2C(F)(F)F (centres undefined),-5%
O=C(Nc1ccc(F)cc1F)c1cc(=O)n(-c2ccccc2)c(=O)[nH]1,0%
CCN1C(=O)CC(N2CCN(c3cccc(OC)c3)CC2)C1=O (centres undefined),2%
O=C(CN(CC1CCCO1)C(=O)CNS(=O)(=O)c1ccc(F)cc1)NCc1ccco1 (centres undefined),3%
O=C(COc1ccc2ccccc2c1Br)N1CCOCC1,4%
O=c1c(O[C@@H]2O[C@H](CO)[C@H](O)[C@H](O)[C@H]2O)c(-c2ccc(O)c(O)c2)oc2cc(O)cc(O)c12,?
Cc1cccc2cc(CNCc3ccccc3)c(Cl)nc12,-13%
O=[N+]([O-])c1cc(S(=O)(=O)N2CCCCC2)ccc1NCCCN1CCOCC1,-4%
COC(=O)c1cccc(CN2C(=O)SC(Nc3ccccc3)C2=O)c1 (centres undefined),10%[57.5 µM]
COc1ccccc1/C=N/NC(=O)CCn1cnc2ccccc21,-26%
C[C@@H]1CCC[C@H](C)N1NC(=O)c1ccc(Cl)c(S(N)(=O)=O)c1,-15%[57.5 µM]
CCOc1cc(C(=O)NCC(=O)N/N=C/c2sccc2C)cc(OCC)c1OCC,-6%
Cc1ccc(NC(=S)N(Cc2cccc(Br)c2)CC2CCC(C(=O)O)CC2)cc1Cl (centres undefined),5%
CC1(c2nnc(-c3ccc(Cl)cc3)o2)CC(c2c(Cl)cccc2Cl)=NO1 (centres undefined),-9%[57.5 µM]
Fc1ccccc1-n1c(-c2ccc3ccccc3n2)n[nH]c1=S,-13%
O=C(O)CSc1c(O)c2ccccc2[nH]c1=O,-11%
O=C(Nc1ccc(OC(F)(F)F)cc1)c1ccc(S(=O)(=O)N2CCOCC2)o1,0%[57.5 µM]
O=C(c1cccc(Cl)c1)N1CCC(c2nc3ccccc3[nH]2)CC1,-1%
COc1ccc2c(c1)c(C(=O)N/N=C/c1ccc(Cl)cc1)c(C)n2C,3%[57.5 µM]
O=C1CCCN1CCCNc1ncnc2sccc12,13%
C/C(=C\C(=S)Nc1ccccc1)Nc1ccccc1,-4%
COc1cccc(C(=O)Nc2cccc(OCC(=O)c3ccccc3)c2)c1,2%
COc1ccccc1Nc1nnc(SCC(=O)Nc2nc(-c3ccc(F)cc3)cs2)s1,-8%
O=[N+]([O-])c1ccc2nc(-c3ccccn3)[nH]c2c1,-9%[57.5 µM]
Nc1cccc(C(=O)OCC(=O)Nc2cccc3c2C(=O)c2ccccc2C3=O)c1,2%
CC(C)(C)C(=O)Nc1cc(S(=O)(=O)N2CCCCC2)ccc1N1CCCCC1,1%[57.5 µM]
C=CCOc1ccc(/C=C2\SC(=S)N(CCC(=O)O)C2=O)cc1,-5%[57.5 µM]
CSCCCNC(=S)N1CCN(c2ccc(C(C)=O)cc2)CC1,-6%
COc1ccc(C(=O)C2CCCN(C(=O)Cn3ccc(C)n3)C2)cc1OC (centres undefined),-13%
O=C(NCc1ccco1)c1sc2ccccc2c1Cl,-5%
COc1ccc2sc(NC(=O)NC(=O)c3c(Cl)cccc3Cl)nc2c1,-7%[57.5 µM]
CC(C)Oc1ccc(CC(=O)NNC(=S)Nc2ccccc2)cc1,-8%[57.5 µM]
O=C(NCCSc1ccccn1)c1ccc(Cl)cc1,-4%
Cc1[nH]c2ccccc2c1SCc1ccccc1,-2%
COC(=O)NNC(=O)c1ccc(C(C)(C)C)cc1,8%
Cn1c(N)c(C(=O)COC(=O)C2=NNC(=O)CC2)c(=O)n(C)c1=O,5%[57.5 µM]
Cc1nc(N2CCN(C)CC2)c2cc(-c3ccccc3)sc2n1,13%
O=C(N/N=C/c1ccc(Br)s1)c1ccc([N+](=O)[O-])cc1,1%

# Five of the entries above in order of the ERK EGF block value, high to low:
SMILES,ERK EGF block
Nc1cccc(C(=O)OCC(=O)Nc2cccc3c2C(=O)c2ccccc2C3=O)c1,2%
Cc1[nH]c2ccccc2c1SCc1ccccc1,-2%
O=C(NCCSc1ccccn1)c1ccc(Cl)cc1,-4%
CSCCCNC(=S)N1CCN(c2ccc(C(C)=O)cc2)CC1,-6%
COc1ccc(C(=O)C2CCCN(C(=O)Cn3ccc(C)n3)C2)cc1OC (centres undefined),-13%
